S3 lipid droplet – qHTS Assay for Lipid Storage Modulators in Drosophila S3 Cells; Drosophila S3 cells, BODIPY lipid droplet fluorescence, 18-24 h; cells fed with added oleic acid; Potency in µM for hits, for the others lipid storage change, negative = inhibition, % at the top dose, mostly 46.1 µM; hit rate 0.64% among 320,000; AID 2685; active = well fitted inhibition curve with a large enough effect in the signal ratio, with a control signal flat, not every such curve was filed as active; inconclusive = small, poorly fitted or top-dose-only effect, or effect the other way, or a change in a side signal; the % refers to the signal ratio
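Laser-scanning cytometry quantifies lipid droplet accumulation (500–530 nm total intensity; droplet/cell object ratio) in oleic acid-fed (400 uM added) Drosophila S3 cells treated with a concentration series. 20 uM Triacsin C defined 100% inhibition.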
S3 lipid droplet cell count max – recorded beside S3 lipid droplet, whose call it bears; cell number change, %; measured here: cell count max response;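 cells counted by Cell Tracker Red CMTPX staining in the red channel; peak over a dose series mostly up to 46.1 µM; percent activity relative to internal control wells on each plate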
* = called active by the depositor; i = inactive; ? = inconclusive; . = not tested or not shown; [ ] = dose if it differs, or a comment. % is scaled to controls: 0 for no effect and ±100 for the full control effect; potency is read from the fitted curve at half-maximal effect. The list is partial. The share of hits here may be higher or lower than overall.

S3 lipid droplet | S3 lipid droplet cell count max | SMILES
-22.4% | . | CN1CCN(C(=O)c2cc3c(C(F)(F)F)nn(C)c3s2)CC1
? | . | CCCN(C(=O)CSc1nnnn1-c1ccccc1OC)C1CCS(=O)(=O)C1 (configuration not stated)
? | . | COc1ccc(OC)c(NC(=O)CSc2nnc3ccc(-c4ccncc4)nn23)c1
23.6%[9.22 µM] | -11.6 | O=[N+]([O-])c1ccccc1S(=O)(=O)NCc1ccco1
? | . | O=C(NCCc1ccc2c(c1)OCCO2)c1cc(S(=O)(=O)N2CCCC2)ccc1Cl
? | . | NC(=O)c1sc2nc3c(c(-c4cccs4)c2c1N)CCCCC3
14.9% | 13.1 | COc1ccc(CCNC(=O)C2CCN(S(=O)(=O)c3ccc4c(c3)oc(=O)n4C)CC2)cc1OC
-15.6% | -4.3 | CSc1ccccc1NC(=O)CSc1nnc(COc2ccccc2)o1
-6.6% | 1.6 | Cc1ccc(N2C(=O)[C@@H]3[C@H](C2=O)[C@H]2C=CC=NN2[C@@H]3C(=O)Nc2ccccc2)cc1
i | 11.9 | CCOc1ccc2ccccc2c1/C=N/NC(=O)c1ccc(C)nc1
i | 21.1 | COc1ccccc1CN(C)C(=O)c1cnc(C)cn1
10.7% | 1.2 | COc1ccc(S(=O)(=O)NN(C)C)cc1N(C)S(=O)(=O)c1ccc(Cl)cc1
3.4% | 18.9 | O=C(Cc1ccc(F)cc1)Nc1nnc(SCC(=O)N2CCCCC2)s1
-2.3% | -6.8 | CC(=O)NC(Cc1ccccc1)C(=O)NC(Cc1ccccc1)C(=O)O (configuration not stated)
6.0% | 14.7 | OC(CNCC1CCCO1)COc1ccc(OCC(O)CNCC2CCCO2)cc1 (configuration not stated)
i | -18.2 | CCOc1cccc(N(C(=O)Cc2cccs2)C(C(=O)NC2CCCCC2)c2cccn2C)c1 (configuration not stated)
-14.4% | 2.4 | CCOC(=O)c1cc(/C(C)=N/OC(=O)c2ccc(Cl)cc2)on1
? | . | CCOC(=O)N1CCN(C(=O)CSc2nc3c([nH]c4ccccc43)c(=O)n2CC)CC1
6.1% | 12.1 | CC(=O)OCC1=C(C(=O)O)N2C(=O)C(NC(=O)c3ccc(COc4ccc(Cl)cc4)o3)C2SC1 (configuration not stated)
11.1% | 15.4 | O=C(Cc1ccc(Cl)cc1)NCCS(=O)c1ccc(Cl)cc1 (configuration not stated)
-1.7% | -11.1 | CCOC(=O)c1sc(NS(=O)(=O)c2ccc(C)cc2)nc1C
17.0% | -11.3 | CCN1CCCC1CNS(=O)(=O)c1c(C)cc(C)cc1C (configuration not stated)
? | . | CCOc1ccc(OCC)c(NC(=O)CN2CCC(NC(=O)c3cccc(F)c3)CC2)c1
-4.0% | -4.3 | CCc1ccc(CCC(=O)Nc2ccc(C(C)=O)cc2)o1
? | . | O=C(COc1ccccc1)N(Cc1cccc(F)c1)C1CCS(=O)(=O)C1 (configuration not stated)
-23.4% | -6.9 | COc1ccccc1CN1CC(C(=O)NC2(c3ccccc3)CC2)CCC1=O (configuration not stated)
-22.6% | -10.0 | N=c1sccn1CC(=O)NC(c1ccccc1)c1ccccc1
? | . | CC(=O)Oc1cc(O)c2c(c1)OC(c1ccc(OC(C)=O)c(OC(C)=O)c1)C(OC(C)=O)C2=O (configuration not stated)
25.0% | 22.2 | CCOc1ccccc1N(C(=O)CNC(=O)c1ccco1)C(C(=O)NC1CCCC1)c1cccnc1 (configuration not stated)
? | . | CC(=O)Nc1ccc(NC(=O)COC(=O)c2ccco2)cc1
? | . | COc1cc(/C=N/NC(=O)c2ccc(CSc3nc4ccccc4[nH]3)cc2)ccc1O
? | . | CS(=O)(=O)c1ccc(N2CCN(c3ccccn3)CC2)c([N+](=O)[O-])c1
1.6% | . | C/C(=N\NC(=O)c1ccc(=O)[nH]n1)c1cccnc1
? | . | COc1ccccc1Oc1ccc(S(=O)(=O)N2CCCC2)cc1
-13.4% | 4.6 | COC(=O)c1sccc1NC(=O)Nc1ccccc1Cl
? | . | CC(=O)Nc1ccc(NC(=O)C(C)OC(=O)CCCc2c[nH]c3ccccc23)cc1 (configuration not stated)

By substructure: the entries above with an aryl thioether with sulfur outside any ring (six)
S3 lipid droplet | S3 lipid droplet cell count max | SMILES
? | . | CCCN(C(=O)CSc1nnnn1-c1ccccc1OC)C1CCS(=O)(=O)C1 (configuration not stated)
? | . | COc1ccc(OC)c(NC(=O)CSc2nnc3ccc(-c4ccncc4)nn23)c1
-15.6% | -4.3 | CSc1ccccc1NC(=O)CSc1nnc(COc2ccccc2)o1
3.4% | 18.9 | O=C(Cc1ccc(F)cc1)Nc1nnc(SCC(=O)N2CCCCC2)s1
? | . | CCOC(=O)N1CCN(C(=O)CSc2nc3c([nH]c4ccccc43)c(=O)n2CC)CC1
? | . | COc1cc(/C=N/NC(=O)c2ccc(CSc3nc4ccccc4[nH]3)cc2)ccc1O

The results go on.
S3 lipid droplet | S3 lipid droplet cell count max | SMILES
? | . | Cn1ccsc1=NC(=O)c1ccc(S(C)(=O)=O)cc1
? | . | COc1ccc2c(c1)cc1c(=O)n(CC(=O)NC(C)CCc3ccccc3)nc(C)n12 (configuration not stated)
? | . | O=[N+]([O-])c1cccc(/C=N/n2cnnc2)c1O
? | . | O=[N+]([O-])c1ccc(OC/C=C2\Oc3ccc([N+](=O)[O-])cc3C2N2CCOCC2)cc1 (configuration not stated)
28.6% | . | COc1ccc(C(C(=O)NC2CCCC2)N2CCc3ccccc32)cc1 (configuration not stated)
0.8% | 1.3 | CCOCCCNC(=O)C1(O)c2cc(Br)ccc2NC(=O)N1c1cccc(OC)c1 (configuration not stated)
? | . | CCCCNS(=O)(=O)c1ccc2nc(SCC(N)=O)[nH]c2c1
13.8% | 18.0 | O=C(C[n+]1ccn(CCCNP2(=O)C=C(c3ccccc3)OC(c3ccccc3)=C2)c1)c1cccs1
-7.5% | -1.7 | Cc1ccc(S(=O)(=O)NCC(=O)N(CC(=O)NCc2ccco2)C2CCCC2)cc1
? | . | CS(=O)(=O)N1CCc2cc(C(=O)O)ccc21
3.6% | 8.8 | COc1ccc(NC(=S)NN2C(C)CCCC2C)cc1 (configuration not stated)
8.5% | -2.1 | N#Cc1ccc(Cn2c(=O)oc3ccccc32)cc1
i | . | O=C(NCCCCc1ccccc1)Nc1cccc(F)c1
i | 14.7 | CC1=CS/C(=C(/C#N)C(=O)N2CCCCC2)N1c1ccccc1
0.1% | 4.3 | C#CCNC(=O)C1=C[C@H](c2ccc3c(c2)OCO3)[C@@H](CCCO)[C@H](OCC)O1
? | . | Cc1ccc(NC(=O)Nc2ccc3c(c2)CCC3)cc1
? | . | CCCCCCSc1cc(-c2nc3ccc(Cl)cn3c2NC2CCCCC2)ccc1OC
6.8% | 7.0 | O=C(O)c1ccccc1C(=O)NCCCn1ccnc1
-11.6% | 0.5 | CC1=C(C(=O)OCc2ccccc2)C(c2ccc(C#N)cc2)NC(=O)N1CCCC(=O)O (configuration not stated)
? | . | COc1ccc(-n2nc(C(=O)NCC(=O)NCCCN3CC(C)CC(C)C3)c3ccccc3c2=O)cc1 (configuration not stated)
-4.7% | -15.3 | C=CCOn1c(=O)c(-c2ccc(Cl)cc2)[n+]([O-])c2ccccc21
-9.5% | 5.9 | CSC1=C(C#N)C(c2sccc2C)CC(=O)N1 (configuration not stated)
4.1% | 9.2 | O=C1CC(c2ccco2)CC(O)=C1C=NCC1CCNCC1 (configuration not stated)
i | . | Cn1cccc1Cc1nnc(SCC(=O)NCc2ccco2)n1CCc1ccccc1
i | -16.7 | COc1ccc(NC(=O)CSc2nc3sc(C)cc3c(=O)n2C)cc1
? | . | COc1ccc(C(C)(C)C)cc1NC(=O)COC(=O)C(C)C
? | . | COC(=O)c1cc(NC(=O)Cc2cc(OC)c(OC)c(OC)c2)cc(C(=O)OC)c1
? | . | C/C(CC(=O)NC(C)(C)C)=N\NC(=O)c1ccco1
i | -9.9 | CCN(CC)C(=O)COc1coc(CN2CCN(c3ccccc3)CC2)cc1=O
? | . | COc1ccc(CNC(=O)CNC(=O)c2ccc(Br)o2)cc1OC
? | . | CCc1noc(C)c1C(=O)N1CCN(S(=O)(=O)c2c(C)c(C)cc(C)c2C)CC1
0.8% | 23.3 | CN(C)c1ccc(/C=N/NC(=O)c2ccn(C)n2)cc1
i | . | CCC(CC)C(=O)N1CC(=O)Nc2ccc(Br)cc2C1c1ccccc1 (configuration not stated)
-0.2% | 9.3 | COc1ccc(S(=O)(=O)NCC2CCCN(C(=O)c3ccccc3)C2)cc1 (configuration not stated)
7.8% | -4.1 | CC(=Nc1ccccc1C(F)(F)F)c1ccncc1
i | -11.8 | COc1ccc(CCNC(=O)c2cc(S(=O)(=O)N3CCOCC3)ccc2N2CCCC2)cc1OC
-12.9% | -10.1 | CC1CCN(C(=O)CSc2nnc(CNC(=O)c3ccc(S(=O)(=O)N(C)C)cc3)o2)CC1
? | . | N#Cc1c(N)nc2c(c1N)CC(CCl)O2 (configuration not stated)
-1.8% | 0.3 | COc1cc(N2CCOCC2)ncn1
i | . | COc1ccc(NC(=O)CSc2nnc(CCC(=O)Nc3ccc(C)c(Cl)c3)n2C)cc1
? | . | CC(C)c1cccc(C(C)C)c1NC(=O)COC(=O)c1ccc(OCC(=O)Nc2cccc(C(F)(F)F)c2)cc1
? | . | N#Cc1cccc(NC(=O)CSc2sc3c(O)cc(=O)[nH]c3c2C#N)c1
18.1% | . | COc1cc(NS(=O)(=O)c2ccc(NC(=O)/C=C/C(=O)O)cc2)nc(OC)n1
10.5% | 6.3 | CC(=O)c1ccc(NC2c3ncccc3C(=O)N2Cc2ccc(F)cc2)cc1 (configuration not stated)
? | . | O=C(c1c(F)cccc1F)N1CCN(S(=O)(=O)c2ccc3c(c2)OCCO3)CC1
21.8% | . | O=C(c1cccc(S(=O)(=O)N2CCCCC2)c1)N1CCc2ccccc21
3.1% | -15.4 | Cc1ccccc1CC1(CO)CCCN(Cc2ccccc2Cl)C1 (configuration not stated)
10.0% | -5.4 | CCOC(=O)c1c(C)nc(C)c(C(=O)OCC)c1-c1ccc(OC)cc1
? | . | O=C1CCC(=O)N1CN(C(=O)c1ccco1)c1ccccc1
10.5% | 7.4 | CC(C)COc1ccc(C(=O)NCc2ccco2)cc1
? | . | O=C(NCCc1ccc(Cl)cc1)C1COc2ccccc2O1 (configuration not stated)
i | 9.5 | Cc1nc(C)c(C(=O)N(c2ccc(F)cc2)C(C(=O)NCC2CCCO2)c2ccccc2)s1 (configuration not stated)
-5.2% | 16.6 | O=C(c1ccc(NC(=S)Nc2ccc(F)cc2F)cc1)N1CCOCC1
-17.8% | 0.7 | O=c1oc(-c2cccs2)nc2ccccc12
-14.9% | 0.9 | COc1ccc(NC2=C(Cl)C(=O)N(c3ccccc3)C2=O)c(OC)c1
2.8% | -0.8 | CC1(C)Oc2ccc(C(=O)NC3CC3)cc2N(CC(=O)N2CCOCC2)C1=O
-20.1% | -4.8 | COCCNC(=O)C1Cc2c(ccc3ccccc23)O1 (configuration not stated)
5.5% | 6.0 | COCCn1c(SCC(=O)NCCc2ccc(OC)c(OC)c2)nc2c([nH]c3ccccc32)c1=O
-1.9% | 10.2 | O=C(Cc1c(F)cccc1Cl)Nc1ccon1
-9.5% | -0.4 | C#CCNC(=O)C1=C[C@H](c2ccc(Br)cc2)[C@@H](CCCO)[C@H](OCC)O1

(listing goes on)
S3 lipid droplet | S3 lipid droplet cell count max | SMILES
? | . | O=C(O)Cn1cc(C(=O)C2CC2)c2ccccc21
? | . | O=S(=O)(/C=C/c1ccccc1)N1CCN(c2nc(-c3cccnc3)nc3ccccc23)CC1
? | . | Cc1nc(/C=C\C(=O)O)c2cc(C)oc2n1
? | . | COC(=O)CN(c1ccc(C)cc1)S(=O)(=O)c1c(C)[nH]c(=O)[nH]c1=O
? | . | CCOC(=O)CCc1c(C)c2ccc(OCc3cc([N+](=O)[O-])ccc3OC)c(C)c2oc1=O
? | . | S=C(NC1CCCC1)NC1CCCC1
? | . | COc1cc2ncnc(NCc3ccc(C)o3)c2cc1OC
? | . | Cc1ccc(N(CC(=O)NCc2ccccc2)C(=O)CCC(=O)Nc2nccs2)cc1
? | . | CC(=O)c1ccc(C(=O)NC2CCCN(Cc3ccc(Cl)cc3)C2)s1 (configuration not stated)
? | . | CCCN(CC1CC1)C(=O)CSc1ncnc2sccc12
? | . | CC(=O)c1ccc(OCc2cc(C(=O)N(C)C3CCOC3)no2)cc1 (configuration not stated)
? | . | COc1ccccc1N(C)S(=O)(=O)c1ccc(C(=O)N2CCC(C(N)=O)CC2)cc1
? | . | Cc1ccc(S(=O)(=O)/N=C(/c2ccccc2)N2CCOCC2)c(C)c1
? | . | CCN(CC)CCn1c(SCC(=O)NCc2ccco2)nc2c(sc3ccccc32)c1=O
-4.4% | -3.6 | c1ccc(Nc2nc(N3CCCCC3)nc(N3CCNCC3)n2)cc1
? | . | COc1cc(/C=N/N2CCN(Cc3ccc(Cl)cc3)CC2)ccc1OC(C)=O
-0.1% | 11.8 | O=C(NCCSc1ccc(Cl)cc1)c1ccco1
? | . | Cc1c(Cl)cccc1NC(=O)Nc1ccccc1C(N)=O
? | . | CCOC(=O)c1ccc2c(c1)N(C)C(=O)c1ccccc1S2
15.2% | 4.3 | CCCCc1c(C)nc2nc(SCc3ccc(Cl)cc3)[nH]n2c1=O
-3.2% | 3.5 | CCN1C(=O)C(F)(CC)C(=O)c2ccccc21 (configuration not stated)
